Screens as filed in PubChem BioAssay.
SK-BR-3 tox 24h – SK-BR-3 proliferation inhibitors; viability, % at 10 µM; SK-BR-3 viability, CellTiter-Glo ATP luminescence, 24 h; stronger effect = lower value; 41,000 compounds, 0.47% hits;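 active = viability at or below the median of all test compounds minus 3 SD, in both replicates if run twice, cut at about 45% in these data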;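 note: 100% = median untreated cell wells and 0% = median positive control drug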
* = called active by the depositor. The list is partial; count on the stated rates, not on these rows.

canonical_smiles	SK-BR-3 tox 24h
CS(=O)(=O)c1ccc2nc(NC(=O)c3cccs3)sc2c1	100
CCOc1ccc(-c2nc(N)ncc2-c2ccccc2)c(O)c1	82
CCCCCCn1c(SCCC)nc2c1c(=O)[nH]c(=O)n2C	86
N=c1c(C(=O)NCC2CCCO2)cc2c(=O)n3ccccc3nc2n1Cc1cccnc1 (centres undefined)	111
Cc1ccc(Cn2nc(C)c(NC(=O)c3cc(-c4ccc5c(c4)OCO5)on3)c2C)cc1	81
COc1cccc(NC(=O)c2ccccc2-c2nc(-c3ccccc3)no2)c1	58
C=CCOc1c(Cl)cc(C2NC(=O)NC(C)=C2C(=O)OC)cc1Cl (centres undefined)	97
CCCn1nnnc1NCc1cccn1C	93
CCNS(=O)(=O)c1ccc(NC(=O)c2cc(C(F)(F)F)nn2C)cc1	67
CCOC(=O)c1nnn(-c2nonc2N)c1-c1cccs1	91
O=C1CC(c2ccccc2)C(=O)N1c1cccc(O)c1 (centres undefined)	96
CCOC(=O)c1sc(C)c2c1NC1(CCCCC1)NC2=O	78
CCOC(=O)c1ccc(-n2c(-c3ccco3)nc3ccccc3c2=O)cc1	100
CC(=O)Nc1c(O)nc(SCC(=O)N2CCN(c3ccc(F)cc3)CC2)[nH]c1=O	85
CC(C)OC(=O)CSc1nc2cccnc2n1C1CCCCC1	83
Cc1noc(C)c1C(=O)NCCCc1ccccc1	85
Cc1c(NC(=O)c2ccc(=O)oc2)c(=O)n(-c2ccccc2)n1C	84
COc1cc2[nH]c(=O)n(CCCCCC(=O)NCCCN3CCC(C)CC3)c(=O)c2cc1OC	72
C=CCN(Cc1cc(OC)ccc1OC)S(=O)(=O)N(C)C	96
CCCOc1ccc(/C(O)=C2/C(=O)C(=O)N(CCOC)C2c2cccnc2)cc1 (centres undefined)	99
CCn1c(SCc2nc(-c3ccc(OC)c(OC)c3)no2)nnc1-c1cccs1	96
CN1CCN(C(=O)c2c(O)c3cccc4c3n(c2=O)CC4)CC1	86
O=C(CCn1nc(-c2ccccc2)ccc1=O)NCCCN1CCCCCC1	64
O=C(OCC1CCCN2CCCCC12)c1ccc2c(c1)OCO2 (centres undefined)	94
CN(C)/C=N/c1c(C#N)nnn1Cc1ccccc1	100
COc1ccc(-n2c(=O)[nH]cc(C(=O)Nc3ccc(NC(C)=O)cc3)c2=O)cc1	74
O=C(O)CCNC(=O)c1ccc(Br)o1	96
COc1ccc2[nH]c(=O)c(CN(C)C(=O)c3ccncc3)cc2c1	112
Cc1ccccc1N(CC(=O)NC1CCCC1)C(=O)CS(=O)CC(=O)Nc1ccc2c(c1)OCO2 (centres undefined)	82
CCCn1c(SCC(=O)N2CCN(c3ccc(OC)cc3)CC2)nc2c1c(=O)n(C)c(=O)n2C	86
CCOC(=O)c1ccc(NC(=O)CN(C)S(=O)(=O)c2ccc(OC)cc2)cc1	117
CC(C)C(=O)Nc1cccc(C(=O)NCCc2ccc(S(N)(=O)=O)cc2)c1	103
Cc1csc(NC(=O)CN2CCCCCC2)n1	105
O=S(=O)(c1ccc(Br)s1)N1CCc2ccccc2C1	96
O=C(O)CSCC(=O)Nc1ccc(S(=O)(=O)N2CCCCC2)cc1	89
O=C(CCN1C(=O)c2ccccc2C1=O)OCn1nnc2ccccc2c1=O	84
CC1=C(C(=O)Nc2ccccc2)C(c2cccs2)n2nnnc2N1 (centres undefined)	77
CCOC(=O)N1CCN(C(=O)CC(=O)Nc2ccc3nc4n(c(=O)c3c2)CCCCC4)CC1	83
COc1ccc(-c2nnc(NC(=O)c3cc(C)on3)s2)cc1	92
Cc1ccc(C(=O)NCc2ccco2)cc1S(=O)(=O)N1CCCCC1	73
NC(=O)CNC1CC(=O)N(CCc2ccccc2)C1=O (centres undefined)	86
CCN(CC)c1ccc2oc(=O)c(C)nc2c1	81
CCOCC(=O)Nc1cccc(OC)c1	84
O=C1CCCC/C1=C\Nc1ccccc1C(=O)O	88
Cc1ccc(Cn2c(SCC(=O)Nc3cccc(C)n3)nc3c2c(=O)n(C)c(=O)n3C)cc1	68
CC(=O)c1c(C)oc2ccc(NS(=O)(=O)c3ccc(O)c(C(=O)O)c3)cc12	75
COCCCN1C(=O)C(O)=C(C(=O)c2ccc(C)o2)C1c1cccc(Br)c1 (centres undefined)	109
Cc1ccc(SCCNC(=O)CN2C(=O)c3ccccc3S2(=O)=O)cc1	89
COc1cc(NC(=O)CS(=O)(=O)c2ccc(C)cc2)cc(OC)c1OC	111
CC(C)(C)NCc1cc2ccccc2[nH]c1=O	77
Cc1nc2cc(C(=O)NCCN3CCOCC3)ccc2n1-c1ccc(F)cc1F	82
O=C(Nc1ccc(F)cc1Cl)c1ccc2c(=O)n3c(nc2c1)CCCCC3	110
Cn1c(=O)n(-c2cccc(Cl)c2)c(=O)n1C	89
Cc1noc(/C=C/c2ccco2)c1S(=O)(=O)N1CCC(C(=O)N2CCc3ccccc3C2)CC1	82
COc1ccc2cc3c(N)c(C(=O)NCc4ccco4)sc3nc2c1	100
C=CCOc1cccc(C2/C(=C(/O)c3ccc(Cl)cc3)C(=O)C(=O)N2CCN2CCOCC2)c1 (centres undefined)	99
Cc1nonc1NC(=O)CSc1nnc(-c2ccoc2C)n1CC(C)C	99
O=C1CN=C(Nc2cccc(C(F)(F)F)c2)N1C1CCCC1	105
CCOC(=O)c1cccc(NC(=O)c2cnc3ccccc3n2)c1	84
O=C(O)c1ccc2[nH]c3c(c2c1)CSCC3	86

Going on with the list.
canonical_smiles	SK-BR-3 tox 24h
O=C(NCCN1CCOCC1)c1cn(CCc2ccccc2)nn1	102
Cc1cc(C(=O)Nc2ccc3c(c2)OCCO3)co1	87
c1ccc(-c2ccc(OCCOCCn3cncn3)cc2)cc1	77
CC(=O)c1ccc(N2CCN(C(=O)c3cc(C)on3)CC2)cc1	94
Cc1ccc(NS(=O)(=O)c2cccc(C(=O)O)c2)c(C)c1	96
O=C(CCN1CCN(c2ccc(Cl)cc2)CC1)Nc1ccccc1F	76
CS(=O)(=O)N1CCC(C(=O)Nc2ccc(Cl)c(C(F)(F)F)c2)CC1	96
O=C(CCNS(=O)(=O)c1cccs1)NCc1ccco1	83
c1ccc(-c2noc(-c3ccc4ccccc4c3)n2)cc1	114
Cc1cc(NC(=O)Cn2nc(C(F)(F)F)c3c2CCCC3)no1	92
O=C(CSc1ccc(-c2ccc(F)cc2)nn1)N1CCCCC1	88
COc1ccccc1NC(=O)C(O)C(O)C(=O)Nc1ccccc1OC (centres undefined)	90
Cc1cc(N2CCN(c3ccccc3)CC2)n2c(n1)nc1ccccc12	82
CCC(=O)N1CCc2cc(S(=O)(=O)NCCC(=O)Nc3ccccc3C)ccc21	86
COc1ccc(CNC(=O)c2cc(-c3cccs3)on2)cc1	55
COC(=O)c1cc(OC)c(OC)cc1NC(=O)C1CCCO1 (centres undefined)	100
CCOC(=O)C1=C(C)NC(C)=C(C(=O)OC)C1c1cccc([N+](=O)[O-])c1 (centres undefined)	91
O=C(Nc1ccc2c(c1)CCC2)C1CCCO1 (centres undefined)	87
Cc1ccc(S(=O)(=O)N(C)c2nonc2C)cc1	89
Cc1ccc(S(=O)(=O)N2C(=O)CCC2C(=O)N2CCN(C)CC2)cc1 (centres undefined)	99
Cc1cc(C)cc(Nc2ncc3c(n2)CC(c2ccco2)CC3=O)c1 (centres undefined)	96
Cc1nnc(SCC(=O)Nc2ccccc2NC(=O)CSc2nnc(C)s2)s1	111
C=CCNC(=O)C1CC(=O)N(c2ccc(OCC(=O)Nc3cccc(OC)c3)cc2)C1 (centres undefined)	85
COCCn1c(SCC(=O)c2cccc(OC)c2)nnc1-c1ccco1	102
CCN1C(=O)/C(=C2/Sc3ccc(OC)cc3N2C)SC1=Nc1cccc(O)c1	102
CCc1c(C)sc(NC(=O)C2CCCCC2C(=O)O)c1C(N)=O (centres undefined)	86
c1ccc2c(c1)OCC(c1nn3cnnc3s1)O2 (centres undefined)	93
c1ccc(C(c2nnnn2Cc2cccs2)N2CCN(C3CCCC3)CC2)cc1 (centres undefined)	82
COCCCNC(=O)c1c(N)n(-c2ccc3c(c2)OCO3)c2nc3ccccc3nc12	71
CCCCNC(=O)c1cnc2n(c1=O)CCS2	72
Cc1sc2nc(C3CC3)nc(N3CCN(S(=O)(=O)c4ccc(F)cc4)CC3)c2c1C	94
Cc1[nH]nc(-c2ccc(O)cc2O)c1Oc1ccccc1	101
CCOC(=O)c1sc(NC(=O)COC(=O)c2ccco2)nc1C	114
N#CC1=C(N)C(C#N)(C#N)C2(C(=O)Nc3ccccc32)C2CCCC=C12 (centres undefined)	96
CCc1nccn1S(=O)(=O)c1cc(Br)ccc1OC	91
Cc1cc(C(=O)O)c(CSc2ncn[nH]2)o1	86
Cc1cc(C)nc(SCNC(=O)c2ccccc2)n1	83
COc1ccc(C(=O)N(Cc2ccco2)C(C(=O)NC2CCCC2)c2ccc(O)cc2)cc1OC (centres undefined)	87
O=C(Nc1ccc(NC(=O)C23CC4CC(CC(C4)C2)C3)cn1)c1ccco1	107
COc1ccc(CN(CCCN2CCOCC2)C(=O)Nc2cccc(Cl)c2)cc1OC	77
O=CN1Cc2[nH]c3ccccc3c2N(c2ccc(Cl)cc2)C1=O	97
Cc1nn(Cc2ccc(Cl)cc2)c(C)c1NC(=O)C1CC=CCC1C(=O)O (centres undefined)	82
O=c1sc2ccccc2n1CCOc1ccccc1	93
CC(C)(C)NC(=O)C(OC(=O)Cn1nnc(-c2ccc(F)cc2)n1)c1ccncc1 (centres undefined)	108
CCOC(=O)Cc1cc(=O)n2[nH]c(C)c(-c3ccccc3)c2n1	111
Cc1cccc(NC(=O)CSc2nnc(CCCCCNC(=O)OC(C)(C)C)o2)c1C	94
COC(=O)C(F)(F)Sc1c(C)[nH]c2ccccc12	106
O=C(CC(c1ccccc1O)N1CCCCC1)N1CCCCC1 (centres undefined)	100
O=C(Oc1ccc2c(c1)OCO2)c1ccc(Br)c(S(=O)(=O)N2CCOCC2)c1	91
Cc1cc(NC(=O)c2cc(-c3ccccc3)on2)n(-c2ccccc2)n1	91
COC(=O)CSc1nc2cc3c(cc2cc1C#N)OCO3	118
COC(=O)c1ccc(S(=O)(=O)NCc2cccc(OC)c2)n1C	104
CCOc1ccc2[nH]c(=O)c(CN(CCOC)C(=O)N3CCOCC3)cc2c1	95
CCn1nnc(NC(=O)COc2ccc(C3CCCCC3)cc2)n1	95
CCN1CCN(Cc2nc3c(c(=O)n(C)c(=O)n3C)n2C(C)C(C)=O)CC1 (centres undefined)	83
O=C(NCCCN1CCOCC1)c1cc(-c2ccc(Cl)cc2)on1	74
O=C1CSC(=Nc2cc(Cl)ccc2Cl)N1	85
CCC1CCCCN1C(=O)Nc1ccc(F)cc1 (centres undefined)	85
N=c1sccn1CC(=O)Nc1ccccc1-c1ccccc1	33*
O=C(O)c1ccccc1-c1ccc(/C=c2\sc3nc4cc(Br)cnc4n3c2=O)o1	93

Of the compounds above, these have two or more sulfur atoms:
canonical_smiles	SK-BR-3 tox 24h
CS(=O)(=O)c1ccc2nc(NC(=O)c3cccs3)sc2c1	100
CCn1c(SCc2nc(-c3ccc(OC)c(OC)c3)no2)nnc1-c1cccs1	96
O=S(=O)(c1ccc(Br)s1)N1CCc2ccccc2C1	96
O=C(O)CSCC(=O)Nc1ccc(S(=O)(=O)N2CCCCC2)cc1	89
Cc1ccc(SCCNC(=O)CN2C(=O)c3ccccc3S2(=O)=O)cc1	89
O=C(CCNS(=O)(=O)c1cccs1)NCc1ccco1	83
Cc1nnc(SCC(=O)Nc2ccccc2NC(=O)CSc2nnc(C)s2)s1	111
CCN1C(=O)/C(=C2/Sc3ccc(OC)cc3N2C)SC1=Nc1cccc(O)c1	102
Cc1sc2nc(C3CC3)nc(N3CCN(S(=O)(=O)c4ccc(F)cc4)CC3)c2c1C	94

(cont.)
canonical_smiles	SK-BR-3 tox 24h
COC(=O)c1cc(NC(=O)c2c(Cl)nc3sccn23)cc(C(=O)OC)c1	26*
Cc1ccc(S(=O)(=O)Nc2nncs2)cc1	102
O=C(Nc1cc(N2CCOCC2)ncn1)Nc1cccc2ccccc12	86
Cc1ccc(C)c(NC(=O)c2ccccc2O)c1	107
O=C(COC(=O)c1cccc(S(=O)(=O)N2CCc3ccccc32)c1)NC1CCS(=O)(=O)C1 (centres undefined)	95
CCOc1cc(C2C(C(=O)OC)=CN(C3CCCC3)C=C2C(=O)OC)cc(Br)c1O	119
O=C(N1CCCCCC1)N1CCN(C(=O)N2CCCCC2)CC1	87
O=C(Nc1nnc(CCc2ccccc2)s1)c1cccs1	114
N#CC1=C(O)C(c2ccccc2)n2c1nc(=O)c1ccccc12 (centres undefined)	89
Cc1sc(NC(=O)CCCC(=O)O)c(C#N)c1C	100
N#C/C(=C\c1ccc[nH]1)S(=O)(=O)c1ccccc1	84
Nn1cnnc1SCC(=O)Nc1ccc2c(c1)OCCO2	87
O=C(NCc1cccs1)C1CCN(c2nccs2)CC1	102
CCOC(=O)c1sc(=S)n(CC)c1NC(=O)C1CC1	106
O=C(CSc1nnc(Cc2cccs2)n1Cc1ccco1)Nc1ccc(Cl)cc1Cl	86
CCc1nnc(NC(=O)C2CC(=O)N(c3ccc(C)cc3)C2)s1 (centres undefined)	90
CC(NC(=O)CSc1ncnc2nc[nH]c12)c1ccccc1 (centres undefined)	86
COc1ccc(N=C(N(C)C)P(=O)(N(C)C)N(C)C)cc1	91
CCOC(=O)Nc1ccc2c(c1)nc(CN1CCOCC1)n2C	107
Cc1ccc(CN2C(=O)CCC2C(=O)NCCCN2CCC(C)CC2)cc1 (centres undefined)	93
CCOC(=O)CSc1nnc(CNC(=O)Cc2ccccc2)n1-c1ccccc1OC	80
CCOC(=O)Cc1csc(NC(=O)c2ccoc2C)n1	91
